High-throughput results deposited in PubChem by several laboratories.
RGS8-Gao = human RGS8-Galphao interaction regulation. P09471. multiplexed bead flow cytometry, RGS8-Galphao binding; actives lie on both sides. response (percent of control binding), % at 10 µM. 220,000 compounds, 0.34% hits; in the data active = response below about 60% or above about 140%; inactive = in between;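 note: Galphao activated as the GDP aluminium fluoride complex binding bead-coupled RGS8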
RGS4-Gao reg = modulates binding of RGS4 to human Galphao; Multiplexed bead flow cytometry; actives lie on both sides; binding response (% of control), % at 10 µM; 220,000 compounds, 0.33% hits; in the data active = binding response below about 49% or above about 150%; inactive = in between;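 note: fluorescent Galphao activated with aluminum fluoride binding bead-coupled RGS4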
Bim-Bcl-W = human Bim-Bcl-W interaction inhibition; 190,000 compounds, 0.02% hits; bead-based flow cytometry, Bim peptide-Bcl-W binding; AID 952; inhibition, % at 10 µM;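 note: 0% = bound tracer without compound and 100% = peptide blocker; higher means less fluorescent Bim peptide bound to Bcl-W beads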
Target sequence (Q92843 whole entry, looked up): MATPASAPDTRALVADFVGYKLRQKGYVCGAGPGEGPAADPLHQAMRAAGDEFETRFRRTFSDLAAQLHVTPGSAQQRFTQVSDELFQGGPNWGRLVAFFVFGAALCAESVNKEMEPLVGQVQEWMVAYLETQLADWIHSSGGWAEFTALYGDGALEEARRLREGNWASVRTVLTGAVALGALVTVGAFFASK
Bim-Bcl-XL = human Bim-Bcl-XL interaction inhibition | inhibition, % at 10 µM | 190,000 compounds, 0.04% hits | Bim peptide-Bcl-XL binding, bead flow cytometry, fluorescence | Q07817 | AID 1007
Target sequence (Q07817 whole entry, looked up): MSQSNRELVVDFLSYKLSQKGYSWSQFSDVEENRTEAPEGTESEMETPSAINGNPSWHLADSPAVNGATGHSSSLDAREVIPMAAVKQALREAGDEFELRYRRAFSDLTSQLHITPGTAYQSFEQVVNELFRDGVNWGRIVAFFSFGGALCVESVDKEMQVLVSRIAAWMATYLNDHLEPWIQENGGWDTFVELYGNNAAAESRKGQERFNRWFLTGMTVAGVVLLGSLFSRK
RGS7-Gao = regulators of human RGS7-Galphao interaction | binding response (% of control), % at 10 µM | Multiplexed bead flow cytometry, RGS7-Galphao binding; actives lie on both sides | 220,000 compounds, 0.35% hits; in the data active = binding response below about 49% or above about 150%; inconclusive = no clear call, values can overlap the other calls; inactive = in between;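 note: fluorescent Galphao held in activated GDP-AlF4 state binding bead-coupled RGS7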
Bfl-1 Bim block = disrupts Bim binding to human Bfl-1 | Q16548 | Bead-based flow cytometry, Bim-Bfl-1 binding inhibition | inhibition, % at 10 µM | 190,000 compounds, 0.12% hits | AID 1008;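 note: 0% = wells without compound plus tracer and 100% = blocker peptide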
Bcl-B Bim block = inhibitors of Bim-Bcl-B interaction, human; Q9HD36; bead-based flow cytometry, Bim peptide-Bcl-B binding; inhibition, % at 10 µM; 190,000 compounds, 0.073% hits; AID 951;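 note: 0% = tracer peptide without compound and 100% = reference inhibitor peptide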
Target sequence (Q9HD36 whole entry, looked up): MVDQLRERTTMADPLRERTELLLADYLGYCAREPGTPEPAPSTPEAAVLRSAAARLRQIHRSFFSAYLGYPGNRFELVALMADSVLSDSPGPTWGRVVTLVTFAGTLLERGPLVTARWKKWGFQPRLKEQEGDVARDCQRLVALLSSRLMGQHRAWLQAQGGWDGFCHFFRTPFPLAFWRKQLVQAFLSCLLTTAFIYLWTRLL
Mcl1-Bid inh = Mcl-1/Bid interaction inhibition; Q07820; TR-FRET Mcl-1/Bid-Dy647 peptide binding, 1536-well; inhibition, % at 21.7 µM; 220,000 compounds, 0.97% hits; AID 1021;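 active = compounds that cut the binding signal by more than half at the single screening dose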;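 note: His-tagged Mcl-1 with europium anti-His antibody binding Bid BH3 peptide; 0% = Mcl-1 plus peptide wells and 100% = peptide-only wells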
Target sequence (Q07820 whole entry, looked up): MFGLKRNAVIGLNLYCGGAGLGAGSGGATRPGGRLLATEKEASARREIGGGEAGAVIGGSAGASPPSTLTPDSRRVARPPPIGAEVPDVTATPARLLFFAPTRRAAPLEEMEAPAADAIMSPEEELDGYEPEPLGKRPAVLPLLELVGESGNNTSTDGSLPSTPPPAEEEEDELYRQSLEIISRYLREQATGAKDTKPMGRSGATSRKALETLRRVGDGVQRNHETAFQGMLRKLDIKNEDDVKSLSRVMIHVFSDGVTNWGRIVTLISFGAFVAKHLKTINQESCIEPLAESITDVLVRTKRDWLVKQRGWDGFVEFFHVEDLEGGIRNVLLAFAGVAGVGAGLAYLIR
Mcl1 Noxa PPI = disrupts binding of human Mcl-1 to Noxa peptide; AID 1022; inhibition, % at 21.7 µM; 220,000 compounds, 1.5% hits; TR-FRET Mcl-1/Noxa peptide binding, 2 h; Q07820;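 active = compounds that cut the protein-peptide binding signal by more than 50% relative to plate controls in a single-dose test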;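 note: His-tagged Mcl-1 with rhodamine Noxa BH3 peptide and terbium anti-His antibody; 0% = Mcl-1 plus Noxa peptide wells and 100% = peptide-only wells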
Bim-Mcl-1 = human Bim-Mcl-1 interaction inhibition | Bead-based flow cytometry, Bim peptide-Mcl-1 binding | inhibition, % at 10 µM | 190,000 compounds, 0.1% hits | AID 1009;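 note: 0% = no compound tracer wells and 100% = peptide blocker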
Bcl-2 Bim block = inhibitors of Bim-Bcl-2 interaction, human | inhibition, % at 10 µM | 190,000 compounds, 0.06% hits | AID 950 | Bead-based flow cytometry, Bim peptide-Bcl-2 binding; in the data active = inhibition above about 40%; inconclusive = no clear call, values can overlap the other calls;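 note: 0% = no compound wells with probe peptide and 100% = reference peptide inhibitor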
An asterisk follows results filed as active; ? = inconclusive; · = not tested or not shown. Cut-off read from the data, not from the text of the source, unless noted: active = inhibition above about 40%. The order is random (roughly 2.7% active in at least one column).

RGS8-Gao	RGS4-Gao reg	Bim-Bcl-W	Bim-Bcl-XL	RGS7-Gao	Bfl-1 Bim block	Bcl-B Bim block	Mcl1-Bid inh	Mcl1 Noxa PPI	Bim-Mcl-1	Bcl-2 Bim block	Structure
109.1	114.4	-4.0	-5.0	111.4	1.0	0.0	-26.8	8.4	-3.0	-4.0	COc1ccc(Cn2nnnc2C(c2cc(OC)ccc2OC)N2CCC(C(N)=O)CC2)cc1 (centres undefined)
100.8	100.0	-2.0	-6.0	103.3	0.0	-6.0	-0.7	7.1	-4.0	0.0	COCCOC(=O)c1cc(C(=O)c2cc(F)ccc2O)coc1=N
100.1	104.1	-4.0	-4.0	113.4	1.0	-23.0	-31.1	28.3	-5.0	0.0	O=C1c2ccccc2C(=O)N1CCSc1n[nH]c(=S)s1
100.2	101.6	-3.0	-2.0	101.5	-7.0	-7.0	-43.4	21.5	-1.0	-4.0	COc1ccc(C(=O)NC(=S)NCc2ccccc2)cc1OC
98.1	95.4	-1.0	-1.0	91.5	-2.0	-7.0	-23.1	20.9	-3.0	-1.0	COc1ccc(CN2CCNC(=O)C2CC(=O)NCc2cnn(C)c2)cc1OC (centres undefined)
102.4	100.0	-2.0	-7.0	102.5	-15.0	-10.0	-7.3	12.8	-2.0	-12.0	CC(C)C(C)NC(=O)COc1ccc(-c2ccccc2)cc1 (centres undefined)
100.2	100.1	-4.0	-5.0	98.2	0.0	-8.0	29.3	41.2	-4.0	-3.0	COc1cc(C)ccc1OCCOCCN(C)Cc1ccccc1
99.8	99.9	0.0	0.0	99.3	-1.0	-1.0	-64.2	4.8	-2.0	-2.0	Cc1ccc(NC(=O)N2C(=O)C3(OCCO3)c3ccccc32)cc1
100.3	105.3	0.0	0.0	100.3	0.0	0.0	-1.9	11.2	-1.0	-6.0	COCCn1c(SCC(=O)Nc2cc(C)on2)nc2ccccc21
100.2	102.8	·	·	?	·	·	-3.4	17.3	·	·	O=C(O)c1ccc(N2C(=O)/C(=C\c3ccccc3)N=C2c2ccccc2)cc1
97.1	100.6	0.0	-6.0	98.4	-11.0	-11.0	4.8	-12.6	-1.0	-8.0	O=C(COC(=O)C1=Cc2ccccc2OC1)NC1CCCC1
91.0	83.2	-3.0	-5.0	93.3	-5.0	-6.0	-7.5	23.8	-3.0	-9.0	Cc1ccc(C(=O)CSc2nc3ccccc3c(=O)n2N)o1
105.8	109.3	-2.0	-5.0	108.3	-15.0	-5.0	29.2	-5.3	0.0	-6.0	O=C(O)c1cc(S(=O)(=O)N2CCCCCC2)ccc1Cl
102.2	97.9	-5.0	-10.0	101.2	-22.0	-10.0	5.2	20.0	-5.0	-21.0	CC1CC1C(=O)OCC(=O)Nc1ccc(N=Nc2ccccc2)cc1 (centres undefined)
101.5	104.3	-3.0	0.0	104.8	-1.0	-2.0	-19.0	-30.8	-3.0	-2.0	CCCCNC(=O)Cn1cnc2sc(C(=O)OCC)c(C)c2c1=O
98.1	103.4	-2.0	-7.0	101.4	-13.0	-6.0	12.2	11.7	-4.0	-14.0	CN1CCN(c2ccc([N+](=O)[O-])c(-n3nc(-c4ccccc4)c4ccccc4c3=O)c2)CC1
100.2	93.7	1.0	0.0	93.2	-2.0	-1.0	-10.9	0.5	-1.0	-2.0	CCOC(=O)C1=C(CC)Nc2ccccc2N=C1NC(=O)CCN1C(=O)C2CCCCC2C1=O (centres undefined)
97.6	99.3	-1.0	-2.0	98.5	-10.0	0.0	-0.6	-63.0	-6.0	-7.0	CCSc1ncnc2c1sc1nc3c(cc12)COC(C)(C)C3
91.5	87.5	-5.0	-1.0	97.3	8.0	4.0	-0.4	6.2	0.0	3.0	CC(C)C(NC(=O)C1CCCCC1)C(=O)NCCc1ccccc1 (centres undefined)
97.2	96.8	-4.0	-10.0	96.0	-23.0	-14.0	7.6	6.1	-6.0	-11.0	COc1cccc(OC)c1C(=O)NN1CCCCC1
98.2	93.7	0.0	-1.0	93.0	3.0	-2.0	-8.3	6.8	-1.0	0.0	Cn1/c(=N/NC(=O)c2cccc(OC(F)F)c2)sc2ccccc21
101.3	105.4	-2.0	-4.0	102.8	-1.0	-5.0	12.8	-47.1	-4.0	0.0	Cc1cc(=O)oc2cc(OCC(=O)Nc3cccc(S(=O)(=O)N(C)C)c3)ccc12
100.3	96.1	0.0	-4.0	95.0	-4.0	-4.0	-5.7	9.3	2.0	-2.0	CCCC(=O)N1CCCC(c2nc(-c3cccs3)no2)C1 (centres undefined)
99.7	100.2	·	·	?	·	·	-13.1	-15.3	·	·	CCOC(=O)Cc1csc(NC(=O)CN2C(=O)c3ccccc3C2=O)n1
104.8	102.1	-4.0	-2.0	104.5	-11.0	0.0	-25.6	3.1	21.0	-5.0	COc1cc(CC(=O)OCC(=O)Nc2ccc3c(c2)OCO3)cc(OC)c1OC
98.9	96.5	0.0	0.0	99.6	-1.0	0.0	13.7	2.4	0.0	0.0	Cc1ccc2c(c1)nnn2C1CCN(CC(=O)NCCc2ccccc2)CC1
98.7	95.1	-7.0	-4.0	98.1	0.0	-4.0	-5.3	32.4	-3.0	-4.0	O=S(=O)(c1ccc(Br)cc1)n1ccc2ccccc21
93.2	99.1	-2.0	-2.0	98.5	0.0	-1.0	2.8	6.3	0.0	-1.0	COc1ccccc1-c1ccc(=O)n(CC(=O)NCC2CCCO2)n1 (centres undefined)
105.5	113.7	-2.0	-1.0	104.0	-3.0	-3.0	8.3	13.7	-7.0	-6.0	CCOc1ccc(N=c2scc(-c3ccccc3)n2CCO)cc1
98.1	93.9	·	·	?	·	·	-54.4	38.0	·	·	O=C(Nc1ccccc1F)Nc1cccc2ccc(O)cc12
101.0	100.5	1.0	-3.0	96.9	-17.0	-2.0	2.4	14.8	0.0	-10.0	CC(C)c1ccc(/C=N/n2nnnc2Nc2ccccc2)cc1
98.2	95.4	0.0	-2.0	94.8	-2.0	-3.0	-2.1	8.6	1.0	0.0	Cc1cc(NC(=O)C2CCCCC2)ncc1NC(=O)c1ccccn1
100.4	101.9	2.0	-4.0	98.0	-11.0	-4.0	-3.4	13.2	-6.0	4.0	Cc1cc(NC(=O)COC(=O)CCC(=O)c2ccc(F)cc2)no1
88.8	97.8	0.0	1.0	93.7	2.0	0.0	6.5	5.9	-1.0	0.0	Cc1c(C)c2ccc(OCC(=O)N(C)C)c(C)c2oc1=O
100.3	98.0	-6.0	-2.0	?	-6.0	-6.0	-21.0	14.8	-6.0	-4.0	Cc1ncsc1CCOC(=O)c1ccc(Cl)cc1
106.6	101.8	6.0	4.0	103.3	9.0	5.0	-16.2	-15.9	3.0	4.0	Cc1ccc(OP(=O)(Nc2c(C)n(C)n(-c3ccccc3)c2=O)Oc2ccc(C)cc2)cc1
99.6	100.3	1.0	1.0	101.4	-2.0	-3.0	-5.7	19.4	0.0	0.0	COCC(C)n1c(SCc2nc3ccccc3c(=O)[nH]2)nc2ccccc2c1=O (centres undefined)
102.1	106.3	·	·	?	·	·	18.5	12.4	·	·	CCOC(=O)Cn1c(=O)oc2cc(S(=O)(=O)NC(C)(C)CC)ccc21
103.3	108.5	-2.0	-2.0	102.1	0.0	-2.0	-121.0	-32.6	-3.0	-5.0	Cc1ccc(-c2ccc(/C=N/NC(=S)Nc3ccccc3)o2)cc1[N+](=O)[O-]
97.8	99.0	-2.0	-2.0	101.4	-6.0	-2.0	5.0	10.6	0.0	-7.0	O=C(O)CCCNC(=O)OCc1ccccc1
97.5	101.2	0.0	-2.0	99.4	-11.0	-8.0	-19.8	-7.7	-1.0	-10.0	O=C(Nc1nccs1)C1CC(=O)N(c2ccccc2Cl)C1 (centres undefined)
93.8	97.4	2.0	0.0	94.6	-5.0	-2.0	10.9	93.4*	-2.0	-6.0	COc1cc(C(Nc2ccccn2)c2ccc3ccc(C)nc3c2O)cc(OC)c1O (centres undefined)
103.1	102.8	·	·	?	·	·	-40.0	8.7	·	·	CCOC(=O)c1ccc(NC(=S)N2CCN(CCN=CC3=C(O)CC(c4ccccc4)CC3=O)CC2)cc1 (centres undefined)
97.0	102.7	-5.0	-2.0	101.6	-4.0	-3.0	61.4*	-0.3	-3.0	-3.0	CCOC(=O)c1c(NC(=S)NC(=O)c2ccco2)sc2c1CCCC2
95.7	91.6	-2.0	1.0	89.4	0.0	0.0	-6.3	9.0	0.0	0.0	Cc1onc(-c2c(F)cccc2Cl)c1C(=O)NCCc1ccc(S(N)(=O)=O)cc1
99.0	100.7	2.0	-3.0	102.0	-8.0	-3.0	26.6	3.5	2.0	-5.0	CN1C(=O)NC(c2ccccc2)C2=C1CN(c1cccc(C(F)(F)F)c1)C2=O (centres undefined)
97.4	100.3	-2.0	-3.0	101.5	-5.0	-8.0	-19.1	-2.3	0.0	-6.0	COc1c(C)cc(C(=O)C2CCCN(C(=O)CCc3scnc3C)C2)cc1C (centres undefined)
100.0	102.1	·	·	?	·	·	-14.8	-5.0	·	·	Cc1ccc(SCc2noc(-c3c(C)noc3C)n2)cc1
103.4	100.8	·	·	?	·	·	-23.9	-0.3	·	·	C(=N\N1CCN(c2ccccn2)CC1)/c1cccc2ccccc12
97.2	98.9	·	·	?	·	·	-5.7	-10.3	·	·	Cc1ccc(S(=O)(=O)Nc2ccc3ccccc3n2)cc1

Other structures.
RGS8-Gao	RGS4-Gao reg	Bim-Bcl-W	Bim-Bcl-XL	RGS7-Gao	Bfl-1 Bim block	Bcl-B Bim block	Mcl1-Bid inh	Mcl1 Noxa PPI	Bim-Mcl-1	Bcl-2 Bim block	Structure
99.8	98.0	0.0	-3.0	99.5	-9.0	-5.0	-21.9	4.8	2.0	-1.0	O=C(Nc1cccnc1Cl)c1ccc(S(=O)(=O)N2CCCCCC2)cc1
96.8	98.7	·	·	?	·	·	-9.9	-7.1	·	·	CC(=O)c1sc2nsc(SCCN3CCCC3)c2c1N
103.5	104.0	-3.0	-10.0	100.5	-22.0	-11.0	-58.9	-4.5	-7.0	-15.0	NC(=O)C1CCN(C2CC(=O)N(c3ccc(F)c(Cl)c3)C2=O)CC1 (centres undefined)
104.8	102.5	1.0	1.0	101.6	-1.0	2.0	-26.9	3.6	0.0	0.0	O=C(COC(=O)C1CC2C=CC1C2)Nc1cccc(S(=O)(=O)N2CCCCCC2)c1 (centres undefined)
100.8	101.0	·	·	·	·	·	18.3	13.7	·	·	CC1CN(C(=O)/C(C#N)=C2\N=C(NC(=O)c3ccc(F)cc3)c3ccccc32)CC(C)O1 (centres undefined)
101.7	101.6	0.0	-3.0	100.3	-12.0	-5.0	-8.6	9.9	0.0	-8.0	COCc1[nH]nc2c1C(c1ccc(OC)c(OC)c1)C(C#N)=C(N)O2 (centres undefined)
100.5	98.3	-1.0	-2.0	95.7	-2.0	-2.0	-14.1	-17.4	1.0	-3.0	CCOC(=O)N1CCN(Cc2nc3c(c(=O)[nH]c(=O)n3C)n2Cc2cc(C)ccc2C)CC1
100.5	95.2	·	·	?	·	·	-37.7	19.8	·	·	Cc1ccccc1NC(=O)C(Cc1ccccc1)n1cccc1 (centres undefined)
103.8	102.8	-2.0	0.0	99.1	-4.0	-1.0	-5.7	0.1	-2.0	-3.0	Cc1ccccc1OCC(O)CN1CCC(C)CC1 (centres undefined)
